bovine MsrA act – activators of bovine methionine sulfoxide reductase A. purified bovine MsrA, absorbance read-out. activation, % at 10.6 µM. hit rate 0.3% among 360,000; in the data active = activation above about 7.5%;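 also: 0% = vehicle and 100% = reference activator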
CendR NRP1 mod – NRP-1/CendR interaction modulation | O14786 | FAM-RPARPAR peptide binding to NRP-1, fluorescence polarization | inhibition, % at 25 µM | hit rate 0.85% among 360,000;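 active = inhibition or corrected inhibition above about 18%, plus a signal ratio from 0.5 to 1.5, limit read from the data, passing the limit was not always enough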; also: strong numbers were not always called active
MsrA inhibitor – bovine MsrA inhibition | purified bovine MsrA, absorbance read-out | inhibition, % at 15.5 µM | hit rate 0.75% among 360,000; in the data active = inhibition above about 4.5%;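 also: 0% = vehicle wells with enzyme and 100% = reference inhibitor wells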
DNMT1 block – blocks human DNA methyltransferase DNMT1; inhibition (reported as % activation of signal), % at 10 µM; P26358; AID 588458; DNMT1 molecular beacon, Hinp1I cleavage, fluorescence; hit rate 0.83% among 360,000; in the data active = inhibition above about 50%
Tb MetRS inh – Trypanosoma brucei MetRS inhibition. AID 624268. inhibition, % at 11.9 µM. purified T. brucei MetRS, ATP depletion, Kinase-Glo luminescence. hit rate 0.4% among 360,000;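 active = inhibition above a per-plate cutoff of the control wells' mean inhibition plus 3 SD, cut at about 5.5% in these data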;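 also: 0% = DMSO wells median and 100% = median of wells with control inhibitor compound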
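Test system – parasite MetRS enzyme · Reagent – substrates ATP, L-methionine and bulk Escherichia coli tRNA · Doses – 11.9 µM compound single dose, 0.9% DMSO · Times – 15 min enzyme-compound preincubation, 2 h reaction, 10 min detection, 25 °C · Signal – Kinase-Glo luminescence, ATP depletion format · Controls – DMSO-only wells as low control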
Scp-1 inhibitor – blocks human Scp-1 phosphatase activity; Q9GZU7; Recombinant Scp1, phosphopeptide, malachite green phosphate absorbance; inhibition, % at 20 µM; hit rate 0.88% among 340,000;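 active = inhibition above about 50% at 20 µM, limit read from the data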;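 also: plate controls were DMSO wells with enzyme for no effect and wells lacking enzyme for full effect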
Target sequence (Q9GZU7 76-261 limits assumed): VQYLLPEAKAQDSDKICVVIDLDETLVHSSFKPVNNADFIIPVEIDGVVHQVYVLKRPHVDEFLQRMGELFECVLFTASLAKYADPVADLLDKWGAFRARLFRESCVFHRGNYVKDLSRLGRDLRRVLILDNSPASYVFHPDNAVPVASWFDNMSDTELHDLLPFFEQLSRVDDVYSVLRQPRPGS
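Test system: SCP-1 phosphatase catalytic domain, residues 76-261; measured by: colorimetric phosphate reagent with accelerator and stabiliser, absorbance at 630 nm; timing: enzyme reaction 45 min at room temperature, colour 5 min, stabilisation 30 min; also added: Phosphorylated 17-residue peptide substrate; compound dosing: one concentration, 20 µM, with 1.0% DMSO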
STEP inh – inhibitors of human striatal-enriched phosphatase STEP; P54829; recombinant STEP, OMFP fluorogenic substrate, fluorescence; inhibition, % at 20 µM; hit rate 0.25% among 360,000; AID 588621;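 active = inhibition at 20 µM, scaled per plate between control wells, above about 37%, limit read from the data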;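 also: 0% = DMSO with enzyme and substrate and 100% = substrate only without enzyme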
Target sequence (P54829 whole entry, looked up): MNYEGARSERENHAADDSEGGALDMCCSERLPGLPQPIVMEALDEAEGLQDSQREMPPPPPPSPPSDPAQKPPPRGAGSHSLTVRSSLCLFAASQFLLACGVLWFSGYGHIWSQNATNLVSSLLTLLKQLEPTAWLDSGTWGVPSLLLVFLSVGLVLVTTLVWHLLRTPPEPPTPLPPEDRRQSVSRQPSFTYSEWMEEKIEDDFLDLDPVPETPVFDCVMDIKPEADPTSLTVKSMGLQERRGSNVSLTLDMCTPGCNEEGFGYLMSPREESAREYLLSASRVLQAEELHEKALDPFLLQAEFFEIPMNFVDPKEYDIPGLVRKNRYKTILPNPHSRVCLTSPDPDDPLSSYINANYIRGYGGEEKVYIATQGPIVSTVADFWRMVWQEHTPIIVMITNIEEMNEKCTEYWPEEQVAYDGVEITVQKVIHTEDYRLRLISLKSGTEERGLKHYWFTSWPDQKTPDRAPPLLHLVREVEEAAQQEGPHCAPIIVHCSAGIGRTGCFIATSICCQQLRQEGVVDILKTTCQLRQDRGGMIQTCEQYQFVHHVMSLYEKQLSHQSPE
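material = STEP tyrosine phosphatase | reagent = fluorogenic phosphatase substrate OMFP at 25 µM final | doses = single compound dose of 20 µM, 1% DMSO final | schedule = 20 min reaction, room temperature, in the dark | measured by = fluorescence, 480/540 nm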
SUMO1 PPI mod – SUMO1-SIM interaction modulation; P63165; SUMO1 binding to a labelled peptide, TR-FRET, 1 h; AID 602429; hit rate 0.33% among 360,000; inhibition, % at 20 µM; in the data active = inhibition above about 37%
Target sequence (P63165 whole entry, looked up): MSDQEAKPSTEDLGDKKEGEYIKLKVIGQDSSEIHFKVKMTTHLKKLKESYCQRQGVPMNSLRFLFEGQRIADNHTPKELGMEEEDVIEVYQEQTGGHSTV
LMPTP block – LMPTP (human) inhibition | AID 651560 | inhibition, % at 20 µM | recombinant LMPTP-A, OMFP fluorogenic substrate, fluorescence intensity | hit rate 0.22% among 360,000;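 active = compounds that cut the enzyme signal by at least half of the control window in the single-dose screen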;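 also: plate controls were DMSO wells with enzyme plus substrate for no effect and substrate without enzyme for full effect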
Target sequence (P24666 whole entry, looked up): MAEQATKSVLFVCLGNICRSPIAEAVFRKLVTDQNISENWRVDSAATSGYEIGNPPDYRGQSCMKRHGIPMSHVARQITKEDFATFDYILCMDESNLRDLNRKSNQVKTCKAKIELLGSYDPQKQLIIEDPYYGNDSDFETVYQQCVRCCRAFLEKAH
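test system = LMPTP-A | amount = 0.625 nM LMPTP-A final | reagent = fluorogenic phosphatase substrate OMFP at 400 µM final | incubation = 50 min at room temperature | benchmarks = no-enzyme low control, uninhibited high control | medium = Bis-Tris pH 6.0, DTT, detergent | signal = fluorescence intensity of OMFP turnover product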
E coli Lon inh – E. coli protease La inhibition | AID 602123 | purified E. coli Lon protease, fluorescence polarization | hit rate 0.42% among 360,000 | inhibition, % at 7.94 µM | P0A9M0; in the data active = inhibition above about 13%, passing the limit was not always enough;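 also: 0% = enzyme with probe and DMSO and 100% = no enzyme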
* hit, by the source's call; / = not tested or not shown.

Molecule | bovine MsrA act | CendR NRP1 mod | MsrA inhibitor | DNMT1 block | Tb MetRS inh | Scp-1 inhibitor | STEP inh | SUMO1 PPI mod | LMPTP block | E coli Lon inh
O=C(CC1SC(N2CCCCC2)=NC1=O)Nc1cccc(C(=O)N2CCCC(C(F)(F)F)C2)c1 (stereo not drawn) | 0 | -12 | 0.1 | 2 | -0.2 | 1 | -1 | -1 | 0.5 | -8
O=C(NC(N1CCCCCC1)C(Cl)(Cl)Cl)c1ccccc1Cl (stereo not drawn) | -2 | 12 | 0.4 | 1 | -0.5 | 2 | 0 | 4 | 0.0 | -5
CCOc1ccc(C(=O)Nn2cnnc2)cc1 | -2 | -9 | -0.4 | -2 | -0.7 | -11 | -2 | 0 | 0.0 | 0
CC(C)(C)c1ccc(/C=N/Nc2nncn2N)cc1 | 5 | 4 | 0.3 | -2 | 0.6 | -6 | 1 | -1 | -3.0 | -11
Oc1ccc(-c2nccc(-c3ccc(Cl)cc3Cl)n2)cc1 | -8 | 40* | 0.1 | -3 | -0.6 | 0 | -1 | 0 | 5.2 | -4
COc1ccc(C2N=C(N)N=C(N)N2c2ccccc2)cc1OC (stereo not drawn) | -2 | 2 | -0.7 | 0 | 2.1 | -8 | 1 | 2 | -2.6 | -3
Cc1ccc(NC(=O)Nn2cnnc2)cc1 | -7 | -4 | -1.0 | 1 | -0.3 | 4 | 1 | 3 | -2.1 | -5
N#CC1=C(N)OC2=C(C(=O)CCC2)C1c1ccc(OC(=O)N2CCOCC2)cc1 (stereo not drawn) | -3 | 0 | 0.4 | 0 | -0.3 | -5 | 0 | -1 | -0.9 | -8
O=C1c2ccccc2C(=O)N1CCCON1C(=O)c2ccccc2C1=O | -4 | -2 | -0.4 | -1 | -0.4 | -5 | 3 | -8 | 0.3 | -9
CCC1(C)Cc2ccccc2-c2nc3n(c(=O)c21)CCS3 (stereo not drawn) | 0 | -1 | 1.6 | 1 | -0.4 | -8 | -3 | 2 | -0.1 | -7
COc1cc2c(cc1NC(=S)Nc1cccc(C(F)(F)F)c1)oc1ccccc12 | -1 | -1 | 1.6 | -15 | -0.2 | -10 | -4 | 1 | 1.3 | 0
COCCN(Cc1cc2ccc(C)cc2[nH]c1=O)S(=O)(=O)c1ccccc1 | -3 | -15 | 1.9 | -1 | 0.1 | -12 | -3 | -1 | -0.6 | -3
COc1ccccc1-c1cc(C(F)(F)F)nc(N2CCN(c3ccc(F)cc3)CC2)n1 | 0 | -2 | -0.9 | 4 | -0.2 | 3 | 3 | -2 | 1.7 | -1
Cc1cccc(C)c1NC(=O)CNC(=O)C1COc2ccccc2O1 (stereo not drawn) | -4 | -4 | -0.4 | 2 | -0.4 | -4 | -1 | -2 | -4.2 | -3
CN(Cc1cnn(-c2ccc(F)cc2)c1)Cc1nc(Cc2ccccc2)no1 | -4 | -6 | 0.5 | -1 | -0.1 | -5 | 15 | 2 | -1.3 | 8
CCN(CC)C(=O)c1cccc(NC(=O)c2cc(-c3ccccn3)nc3ccccc23)c1 | -4 | 6 | 1.9 | 2 | -0.2 | -6 | 0 | -10 | -0.3 | 3
COc1ccc(N2C(=O)[C@@H]3Cc4ccccc4CN3C2=O)cc1 | -13 | 2 | -1.0 | 0 | -1.4 | -2 | -1 | -3 | 1.4 | -2
C[C@@H]1CC[C@H](O)/C=C/C(=O)O[C@H](C)CC[C@H](O)/C=C/C(=O)O1 | -1 | -7 | 0.1 | 9 | 0.7 | 13 | 3 | 4 | -0.6 | -5
CCc1noc(C)c1C(=O)Nc1nc2ccc(F)cc2s1 | -4 | -21 | 1.1 | 3 | -0.4 | 13 | -2 | 2 | -0.3 | -7
CC(C)Oc1cccc(C(=O)NC(=S)Nc2cccnc2)c1 | -4 | 3 | -0.3 | -4 | 1.8 | -12 | -2 | -1 | -0.1 | 17
Cc1cc(C)c2nc3c(c(C(=O)O)c2c1)CCC3 | -1 | 2 | 0.3 | 12 | -0.7 | 27 | 4 | 1 | -1.3 | 10
CCOc1ccc(NC(=O)CCCN2C(=S)NC(C)(C)CC2C)cc1 (stereo not drawn) | -3 | 14 | 0.9 | 2 | -0.5 | -2 | -4 | -4 | -1.8 | -6
Cc1cccc2cc(CN(Cc3ccco3)C(=O)Nc3cccc(C#N)c3)c(Cl)nc12 | -2 | -17 | 1.0 | 2 | -0.3 | -12 | -4 | -3 | 1.4 | -3
C=CC#CC[N+]1(CC#Cc2ccccc2)CCOCC1 | -2 | 21* | -0.2 | -30 | -0.3 | 9 | 5 | 37* | 52* | 0
O=S(=O)(c1ccc2ccccc2c1)N(CC(O)COCc1ccco1)c1ccccc1 (stereo not drawn) | -1 | 0 | -0.3 | -8 | 0.1 | -14 | -4 | -5 | 1.8 | 5
CCn1c(SCC(=O)N/N=C/C(C)=C\c2ccco2)nnc1-c1ccccc1 | -10 | -30 | 2.9 | 1 | -0.6 | 76* | 1 | 3 | 3.5 | 2
COC(=O)[C@]12CCCCC=C1N(Cc1ccc(Cl)cc1Cl)C(=O)[C@H](CC(=O)NCc1cccs1)C2 | -4 | 7 | 1.1 | / | -0.7 | / | / | 3 | 2.6 | 2
COc1ccc(NS(=O)(=O)c2ccc(N)c(C(=O)O)c2)cc1 | 3 | -4 | 1.0 | 3 | 0.2 | -13 | 0 | 1 | -0.9 | -1
CN(C)S(=O)(=O)c1cccc(NC(=S)NC23CC4CC(CC(C4)C2)C3)c1 | -3 | 0 | -1.2 | 0 | -0.3 | -10 | 2 | 16 | 2.1 | 0
Cc1ccc(-n2nnnc2SCC(=O)N(CC(C)C)c2c(N)n(CC(C)C)c(=O)[nH]c2=O)cc1 | -1 | 4 | 0.6 | -2 | 0.0 | 11 | -3 | -5 | -0.8 | 1

Overlap with the part before: 2 entries; new compounds follow.
Molecule | bovine MsrA act | CendR NRP1 mod | MsrA inhibitor | DNMT1 block | Tb MetRS inh | Scp-1 inhibitor | STEP inh | SUMO1 PPI mod | LMPTP block | E coli Lon inh
CN(C)S(=O)(=O)c1cccc(NC(=S)NC23CC4CC(CC(C4)C2)C3)c1 | -3 | 0 | -1.2 | 0 | -0.3 | -10 | 2 | 16 | 2.1 | 0
Cc1ccc(-n2nnnc2SCC(=O)N(CC(C)C)c2c(N)n(CC(C)C)c(=O)[nH]c2=O)cc1 | -1 | 4 | 0.6 | -2 | 0.0 | 11 | -3 | -5 | -0.8 | 1
COc1cccc(NC(=O)CCCOc2cc(=O)n(C)c3ccccc23)c1 | -4 | 10 | 0.5 | -1 | -1.0 | -1 | -3 | 3 | -0.7 | 0
CN(CCCC(=O)N1CCN(c2ncccn2)CC1)S(=O)(=O)c1ccc(F)cc1 | -4 | 1 | -0.8 | 6 | -0.5 | -5 | 2 | -2 | 0.7 | -2
COc1cc(CC(=O)N2CCN(S(=O)(=O)c3ccc(C)cc3)CC2)cc(OC)c1OC | -1 | 10 | -0.8 | 0 | -0.3 | -5 | 4 | 7 | -0.1 | 4
O=C(Nc1nc(-c2ccccc2)cs1)C1CCCN(S(=O)(=O)c2cccc([N+](=O)[O-])c2)C1 (stereo not drawn) | 0 | 2 | 1.8 | -2 | 0.8 | -5 | 1 | -9 | 1.2 | -2
CN(CC(=O)N1CC=C(c2ccccc2)CC1)S(=O)(=O)c1cnc[nH]1 | 2 | 16 | 0.4 | 0 | 0.1 | -13 | -3 | -1 | -1.1 | -3
CCOc1ccc(N2CC(C(=O)Nc3cccc(C(=O)NC4CC4)c3)CC2=O)cc1 (stereo not drawn) | -1 | -8 | -0.5 | -2 | 0.1 | 8 | 3 | -2 | 0.1 | -8
CN(C)S(=O)(=O)c1ccc(N2CCCC2)c(C(=O)Nc2ccccc2OC(F)F)c1 | 0 | 14 | 1.8 | 0 | -0.4 | -4 | -1 | 1 | -1.0 | 2
CCc1ccccc1NC(=O)Cn1ccn(-c2ccc(OC)cc2)c(=O)c1=O | -4 | 4 | 0.9 | -2 | -0.3 | -4 | -1 | 11 | -0.3 | -12
CC(C(=O)OCn1nnc2ccccc2c1=O)N1C(=O)c2ccccc2C1=O (stereo not drawn) | -3 | 4 | 1.6 | -2 | -0.1 | -10 | 2 | -4 | -0.8 | 7
COc1ccc(CNC(=O)CCC(=O)Nc2cccnc2)cc1 | -4 | 5 | -1.2 | -1 | -0.3 | -5 | 0 | 3 | 1.0 | 3
Cc1c(Cl)cccc1NC(=S)N1CCN(c2ccccn2)CC1 | -6 | 4 | -0.6 | 6 | -0.4 | -7 | -2 | -2 | 0.1 | -14
COc1cccc(/C(N)=N/OC(=O)Cc2ccccc2[N+](=O)[O-])c1 | -2 | -2 | -0.9 | -1 | 0.0 | -4 | 0 | -17 | 2.8 | 4
Clc1cccc(NCc2cn3cccnc3n2)c1 | -1 | 12 | -0.7 | -1 | 0.8 | 4 | 2 | 3 | 0.9 | 17*
CC(C)(C)C(c1nc2ccccc2[nH]1)n1c(-c2cccc(S(C)(=O)=O)c2)nc2ccccc21 (stereo not drawn) | / | 5 | -0.6 | / | 2.3 | / | / | 3 | 2.3 | /
CN(C(=O)COC(=O)CNC(=O)C12CC3CC(CC(C3)C1)C2)c1ccccc1 | -3 | 11 | -1.1 | 1 | -0.1 | -7 | -4 | 4 | -0.4 | 3
CCc1noc(C)c1C(=O)N(C)CC(=O)Nc1ccccc1C(F)(F)F | -1 | -3 | 0.2 | -1 | -0.2 | -6 | 0 | 0 | 0.0 | -15
CC(C)(C)c1ccc(C(=O)c2cn[nH]c2-c2ccccc2O)cc1 | -1 | -14 | -0.8 | -3 | -0.2 | -18 | 2 | 1 | 0.6 | -1
CCn1c(CNC(=O)COc2ccc(C(C)C)cc2)nnc1SCC(=O)Nc1ccccc1 | -2 | -7 | 0.4 | -1 | -0.3 | -1 | -5 | -1 | 0.7 | -9

Full records as entered above.
CCN(CC)C(=O)c1cccc(NC(=O)c2cc(-c3ccccn3)nc3ccccc23)c1 is listed with bovine MsrA act: -4; CendR NRP1 mod: 6; MsrA inhibitor: 1.9; DNMT1 block: 2; Tb MetRS inh: -0.2; Scp-1 inhibitor: -6; STEP inh: 0; SUMO1 PPI mod: -10; LMPTP block: -0.3; E coli Lon inh: 3
Cc1c(Cl)cccc1NC(=S)N1CCN(c2ccccn2)CC1 is listed with bovine MsrA act: -6; CendR NRP1 mod: 4; MsrA inhibitor: -0.6; DNMT1 block: 6; Tb MetRS inh: -0.4; Scp-1 inhibitor: -7; STEP inh: -2; SUMO1 PPI mod: -2; LMPTP block: 0.1; E coli Lon inh: -14
